GSK3B inh: human GSK3beta kinase inhibition; AID 2097; 0.038% of 300,000 active; activity score (negative = inhibition), % at 10 µM; GST-GSK3beta kinase, ADP-Glo luminescence, 60 min; active compounds read low;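 active means more than half of replicate wells score below -50%, meaning over 50% inhibition versus plate controls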;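 further: 0% = median DMSO wells and -100% = median GW8510 positive control wells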
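Assay system: GST-tagged human GSK3beta kinase, cell-free; Input: 1.6 ng GSK3beta; Medium: Tris/MgCl2 kinase buffer; Timing: 60 min enzyme reaction, room temperature; Signal: ADP-Glo luminescence quantifying ADP generated by kinase; Evaluation: score relative to plate controls; Benchmarks: DMSO neutral wells and GW8510 at 20 µM as positive.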
hERG protect: compounds protecting human hERG from proarrhythmic drug block; Q12809; CHO-hERG, FluxOR thallium flux, dofetilide IC70 present; activation (rescue from dofetilide block), less the hit threshold, % at 10 µM; 0.51% of 310,000 active;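 active means activation above the mean of controls blocked by dofetilide plus 5 SD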;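 further: thallium influx through hERG after potassium depolarization seen as dye fluorescence rise; in these data hits start at about 4.7%; inactives centre near -7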
RGS4 pot: potentiators or activators of RGS4; HEK293 M3R/inducible RGS4, carbachol calcium flux Fluo4; active compounds read low; B-score at 10 µM; 0.92% of 310,000 active;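 active means B-score of the integrated calcium signal more than 4 SD below the library mean, with starting fluorescence not abnormally high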;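 further: negative B-score means reduced calcium response which marks RGS4 activation or potentiation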
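Assay system: HEK293 FlpIn-TREx cells, stable M3R, doxycycline-inducible RGS4 / Probe or stimulus: carbachol, ECmax concentration / Times: overnight RGS4 induction, 30 min dye load 37 °C, 20 min compound RT / Signal: kinetic calcium fluorescence imaging with Fluo4-AM dye, 2 µM / Measure: Agonist-evoked peak-minus-minimum fluorescence over baseline, integrated ratio, B score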
GSK3 alpha inh: blocks human GSK-3 alpha kinase | ADP-Glo luminescence, 60 min | inhibition, % at 10 µM | AID 2650 | 0.1% of 320,000 active | P49840;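 in the data active means inhibition above about 50%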;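 further: GST-tagged GSK-3 alpha with peptide substrate and 25 µM ATP; 0% = DMSO neutral wells and 100% = GW8510 positive control wells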
PolyA inh: inhibitors of polyadenylation in S. cerevisiae; calls only at 12 µM; 0.02% of 300,000 active; S. cerevisiae SKY197-pL101 polyadenylation reporter, beta-gal luminescence; efflux-impaired pdr1/pdr3 knockout yeast; score 100 = 6 SD above DMSO;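 active means lowest replicate activity score at least 50, where 100 means six control SD above control mean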;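 further: yeast exposed to compound for 9 h at 30 °C; higher score means more reporter readthrough which indicates perturbed polyadenylation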
KCNQ1 act: human KCNQ1 channel potentiation or activation. P51787. CHO-K1 KCNQ1, thallium flux FluxOR fluorescence; active compounds read high. B-score at 10 µM. 0.35% of 310,000 active;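 active means fluorescence ratio B-score, a plate-corrected score, at least three library SD, with initial intensity B-score within 5 SD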
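Doses: Single concentration per compound, DMSO matched to controls | Test system: KCNQ1-transfected CHO-K1 cells | Timing: 90 min dye loading and 20 min compound exposure, both at room temperature | Measured by: Kinetic FluxOR thallium fluorescence, 10-s 1-Hz baseline, 110-s post-stimulus read | Medium: Assay buffer with matched DMSO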
KCNK3 inh: human KCNK3 channel inhibition, primary screen. O14649. CHO-KCNK3 thallium flux, FluxOR fluorescence; active compounds read low. B-score at 10 µM. 0.84% of 340,000 active;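 active means B-score under library mean minus 4 SD, starting fluorescence ratio at most library mean plus 5 SD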;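 further: more negative B-score means stronger inhibition of thallium flux through KCNK3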
KCNQ1 inh: inhibitors of human KCNQ1 potassium channel; B-score at 10 µM; CHO-K1 KCNQ1, FluxOR thallium flux fluorescence; active compounds read high; 1.3% of 310,000 active; P51787; AID 2642;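 active means compounds whose thallium flux B-score, printed positive for inhibition, exceeds three library SD while starting fluorescence stays within three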;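 further: channel opened by potassium depolarization with thallium stimulus after 20 min compound exposure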
Dyrk1A ADPGlo: Dyrk1A (rat) kinase inhibition; AID 504441; ADP-Glo luminescence, NFATc1 peptide; inhibition, % at 12.5 µM; 0.43% of 310,000 active; Q63470; in the data active means inhibition above about 50%;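 further: plate controls were vehicle with enzyme for no effect and no enzyme for full effect; many of its hits are not listed in these tables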
KCNK9 block: blocks the human KCNK9 two-pore domain potassium channel; Q9NPC2; HEK293 KCNK9, FluxOR thallium flux fluorescence; active compounds read low; B-score at 10 µM; 1.2% of 310,000 active; AID 488922;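 active means ratio B-score over 3 SD below the library mean, with starting fluorescence within 5 SD of its mean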;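 further: negative B-score means less thallium flux so channel inhibition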
Target sequence (Q9NPC2 whole entry, looked up, the tested form may be a part): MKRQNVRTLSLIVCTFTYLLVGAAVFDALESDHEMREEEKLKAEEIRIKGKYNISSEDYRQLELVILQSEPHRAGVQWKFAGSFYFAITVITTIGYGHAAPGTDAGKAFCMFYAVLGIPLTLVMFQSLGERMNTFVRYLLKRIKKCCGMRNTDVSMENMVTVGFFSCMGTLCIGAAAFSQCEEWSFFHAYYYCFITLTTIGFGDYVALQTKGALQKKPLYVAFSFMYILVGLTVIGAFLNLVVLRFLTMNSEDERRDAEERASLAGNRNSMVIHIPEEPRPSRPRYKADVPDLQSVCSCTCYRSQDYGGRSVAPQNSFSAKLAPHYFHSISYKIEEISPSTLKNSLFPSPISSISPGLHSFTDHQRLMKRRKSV
HDAC3 inhib: inhibitors of human histone deacetylase 3. recombinant HDAC3, fluorogenic peptide/trypsin coupled, fluorescence. inhibition, % at 8.3 µM. 0.15% of 320,000 active. AID 2718; in the data active means inhibition above about 26%, passing the limit was not always enough
Target sequence (O15379 whole entry, looked up): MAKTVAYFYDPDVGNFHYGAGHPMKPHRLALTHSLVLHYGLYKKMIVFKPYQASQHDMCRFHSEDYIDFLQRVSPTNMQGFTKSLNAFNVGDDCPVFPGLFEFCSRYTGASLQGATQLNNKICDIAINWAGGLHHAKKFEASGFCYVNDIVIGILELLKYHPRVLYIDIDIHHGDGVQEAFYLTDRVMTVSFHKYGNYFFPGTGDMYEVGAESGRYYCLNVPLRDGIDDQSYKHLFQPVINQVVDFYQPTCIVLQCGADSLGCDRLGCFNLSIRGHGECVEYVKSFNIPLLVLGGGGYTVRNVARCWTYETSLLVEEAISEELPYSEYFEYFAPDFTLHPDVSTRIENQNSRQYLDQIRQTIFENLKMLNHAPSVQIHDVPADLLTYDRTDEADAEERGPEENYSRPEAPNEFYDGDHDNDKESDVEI
Starred values were filed as active, the others as inactive; i = inactive; · = not tested or not shown. An excerpt (hit frequency here may not be typical).

1. O=C(O)/C=C\C(=O)NC1CCCCC1
2. COc1ccc(C2CC(=O)n3nc(C45CC6CC(CC(C6)C4)C5)nc3S2)cc1OC (stereo unspecified)
3. O=C(Nc1ccc(C(=O)c2ccc(C(=O)O)c(C(=O)O)c2)cc1)c1ccccc1
4. Cc1nc2c3ccccc3nc(SCC(=O)c3ccc(Cl)cc3)n2n1
5. CN1C(=O)/C(=C\c2ccc(-c3ccccc3)o2)SC1=S
6. CCOC(=O)c1sc(NC(=O)CNCc2cccnc2)c(C(=O)OCC)c1C
7. Cc1ccc(S(=O)(=O)N2CCCC(C(=O)NCCc3ccc4c(c3)OCO4)C2)cc1 (stereo unspecified)
8. O=C(Nc1cccc2ccccc12)c1ccc(Cn2cc(Cl)cn2)cc1
9. COc1ccc(Cl)cc1S(=O)(=O)N1CCC(C(=O)NCc2ccccn2)CC1
10. CCc1cc2cc(C)ccc2nc1SCC(=O)NC1CCCC1
Screen / compound no.	1	2	3	4	5	6	7	8	9	10
GSK3B inh	1	0	-1	3	0	1	0	0	4	-1
hERG protect	-6	-7	-3	-5	-5	-12	-5	-11	-14	-6
RGS4 pot	i	i	i	i	i	i	i	i	i	i
GSK3 alpha inh	-1	0	-2	-1	-2	-2	-1	-4	-2	-5
PolyA inh	i	i	i	i	i	i	i	i	i	i
KCNQ1 act	i	i	i	i	i	i	i	i	i	i
KCNK3 inh	i	i	i	i	i	i	i	i	i	i
KCNQ1 inh	i	i	i	i	i	i	i	i	i	i
Dyrk1A ADPGlo	-3	3	·	-14	-4	-4	4	15	8	0
KCNK9 block	i	i	i	i	i	i	i	i	i	i
HDAC3 inhib	-7	-4	2	8	10	-1	6	2	·	-1

Whole records, quoted from the list:
O=C(Nc1ccc(C(=O)c2ccc(C(=O)O)c(C(=O)O)c2)cc1)c1ccccc1 reads GSK3B inh: -1; hERG protect: -3; RGS4 pot: i; GSK3 alpha inh: -2; PolyA inh: i; KCNQ1 act: i; KCNK3 inh: i; KCNQ1 inh: i; Dyrk1A ADPGlo: ·; KCNK9 block: i; HDAC3 inhib: 2
Cc1nc2c3ccccc3nc(SCC(=O)c3ccc(Cl)cc3)n2n1 reads GSK3B inh: 3; hERG protect: -5; RGS4 pot: i; GSK3 alpha inh: -1; PolyA inh: i; KCNQ1 act: i; KCNK3 inh: i; KCNQ1 inh: i; Dyrk1A ADPGlo: -14; KCNK9 block: i; HDAC3 inhib: 8

Next part.
11. COc1ccc(C(C(=O)NCCC(C)C)N(CCO)C(=O)c2snc(C(N)=O)c2N)cc1OC (stereo unspecified)
12. S=c1[nH]nc(-c2cc(-c3ccccn3)nc3ccccc23)o1
13. COCCn1c(N)c(N(Cc2ccccc2)C(=O)c2ccc(C#N)cc2)c(=O)[nH]c1=O
14. O=C1/C(=C/c2cccnc2)SC(=S)N1CCc1ccccc1
15. CCOCCCNC(=O)c1c(C)c(C(=O)OCC)n(C)c1C
16. O=P(Cc1nnco1)(c1ccccc1)c1ccccc1
17. Cc1ccccc1Oc1ncnc2oc(-c3ccccc3)cc12
18. C/C=C\C=C/C(=O)Nc1cccc(C2=NOC3(C2)C[C@@H](C(N)=O)N(C(=O)[C@H]2CCC(=O)N2)C3)c1 (stereo partly specified)
19. COC(=O)C1=C(C)NC(=O)/C1=C\c1cc(C)n(-c2ccccc2)c1C
20. CCc1ccc(NS(=O)(=O)c2ccc3[nH]cc(C(=O)NCC4CCCO4)c(=O)c3c2)cc1 (stereo unspecified)
Screen / compound no.	11	12	13	14	15	16	17	18	19	20
GSK3B inh	-3	-4	2	-2	-3	-3	1	-1	0	2
hERG protect	-7	-23	-1	-2	-7	-7	-11	-5	-8	-5
RGS4 pot	i	i	i	i	i	i	i	i	i	i
GSK3 alpha inh	1	13	-34	0	2	-4	0	-1	3	-1
PolyA inh	i	i	i	i	i	i	i	i	i	i
KCNQ1 act	i	i	i	i	i	i	i	i	i	i
KCNK3 inh	i	i	i	i	i	i	i	i	i	i
KCNQ1 inh	i	i	i	i	i	i	i	i	i	i
Dyrk1A ADPGlo	-8	3	·	·	4	9	5	-6	-3	13
KCNK9 block	i	i	i	i	i	i	i	i	i	i
HDAC3 inhib	-2	12	3	-1	-1	-13	2	6	-3	-3

2 entries from above, as tab-separated lines:
no.	Molecule	GSK3B inh	hERG protect	RGS4 pot	GSK3 alpha inh	PolyA inh	KCNQ1 act	KCNK3 inh	KCNQ1 inh	Dyrk1A ADPGlo	KCNK9 block	HDAC3 inhib
12	S=c1[nH]nc(-c2cc(-c3ccccn3)nc3ccccc23)o1	-4	-23	i	13	i	i	i	i	3	i	12
13	COCCn1c(N)c(N(Cc2ccccc2)C(=O)c2ccc(C#N)cc2)c(=O)[nH]c1=O	2	-1	i	-34	i	i	i	i	·	i	3

Carrying on:
21. COc1cc(/C=C(/C#N)c2nc3ccccc3[nH]2)ccc1OCC(=O)Nc1ccccc1C(C)C
22. CC1CCN(CC2C(=O)O[C@@H]3C[C@@]4(C)CCC[C@H](C)C4=C[C@H]23)CC(C)(C)C1 (stereo partly specified)
23. Cc1ccc(N2C(=O)CC(Nc3ccc(Cl)c(S(=O)(=O)N(C)C)c3)C2=O)c(C)c1 (stereo unspecified)
24. CCC(C)NC(=O)CCc1nnc2ccc(N3CCC(C)CC3)nn12 (stereo unspecified)
25. C=CCOc1cccc(/C=C\c2nc(O)c([N+](=O)[O-])c(=O)[nH]2)c1
26. Cc1cccc(C(=O)NNC(=O)c2cc3cc4ccccc4nc3s2)c1
27. CC(=O)Nc1cccc(Oc2cnc3ccccc3n2)c1
28. Cc1ccc(-c2nc3ccccc3nc2NN)cc1
29. Brc1ccccc1OCCCCCN1CCOCC1
30. COC(=O)C(NNc1ccccc1C)(NC(=O)c1ccc(F)cc1)C(F)(F)F (stereo unspecified)
Screen / compound no.	21	22	23	24	25	26	27	28	29	30
GSK3B inh	1	5	-1	0	2	0	-1	0	-2	3
hERG protect	-8	-9	-11	-3	-4	-5	-5	-3	2	-11
RGS4 pot	i	i	i	i	i	i	i	i	i	i
GSK3 alpha inh	0	-1	-1	1	0	-2	1	1	-1	-1
PolyA inh	i	i	i	i	i	i	i	i	i	i
KCNQ1 act	i	i	i	i	i	i	i	i	i	i
KCNK3 inh	i	i	i	i	i	i	i	i	i	i
KCNQ1 inh	i	i	i	i	i	i	i	i	i	i
Dyrk1A ADPGlo	1	-2	-4	1	-3	7	4	15	-3	-6
KCNK9 block	i	i	i	i	i	i	i	i	i	i
HDAC3 inhib	1	6	10	0	6	3	-4	-6	5	1

31. NC(=O)c1cc(N=Nc2c(N)[nH]n(-c3c(Cl)cc(Cl)cc3Cl)c2=O)ccc1Cl
32. CCOC(=O)C1=C(C)NC2=C(C(=O)C(C(=O)OCC)C(c3ccco3)C2)C1c1ccccn1 (stereo unspecified)
33. O=C(COC(=O)CCCN1C(=O)c2ccccc2C1=O)Nc1ncc(Cl)cc1Cl
34. COc1ccc(S(=O)(=O)N2CCN(Cc3cccc([N+](=O)[O-])c3)CC2)cc1
35. CN1C(=O)CC(N2CCN(c3ccccn3)CC2)C1=O (stereo unspecified)
36. CCOC(=O)c1c(NC(=O)COC(=O)CNC(=O)c2ccco2)sc(C(C)=O)c1C
37. Cn1ccnc1SCC(=O)c1ccc(Br)cc1
38. O=C(Nc1ccc(Br)cc1)C1C2C=CC3(O2)C1C(=O)N(CCN1CCCCC1)C3C(=O)NC1CCCCC1 (stereo unspecified)
39. Fc1ccccc1/C=N/N1CCN(Cc2ccccc2Cl)CC1
40. CCOC(=O)c1c(NC(=O)CNC2CCCc3ccccc32)sc(C(N)=O)c1C (stereo unspecified)
Screen / compound no.	31	32	33	34	35	36	37	38	39	40
GSK3B inh	-1	-3	0	7	-3	0	3	·	1	1
hERG protect	-12	-11	-16	-6	-18	-9	-10	-11	-2	-5
RGS4 pot	i	i	i	i	i	i	i	i	i	i
GSK3 alpha inh	-5	-1	2	-4	0	·	-5	-3	0	-2
PolyA inh	i	i	i	i	i	i	i	i	i	i
KCNQ1 act	i	i	i	i	i	i	i	i	i	i
KCNK3 inh	i	i	i	i	i	i	i	i	i	i
KCNQ1 inh	i	i	i	i	i	i	i	i	i	i
Dyrk1A ADPGlo	1	-6	4	4	6	0	3	7	3	-3
KCNK9 block	i	i	i	i	i	i	i	i	i	i
HDAC3 inhib	5	2	1	-2	-1	·	1	-4	2	0

41. O=C(c1cccc(OC2CCN(Cc3ccc(F)cc3Cl)CC2)c1)N1CCCC1
42. Cc1cc(NC(=O)Cn2cnc3c(nnn3-c3cccc(F)c3)c2=O)no1
43. CC(C)NC(=O)NNC(=O)Cn1nnc(-c2cccc(Cl)c2Cl)n1
44. COc1ccc(/C=C/C(=O)NC(=S)Nc2ccc(S(=O)(=O)Nc3nccnc3OC)cc2)cc1
45. O=C(NC1(C(F)(F)F)NC(=O)N(CC2CCCCC2)C1=O)c1ccco1 (stereo unspecified)
46. COc1ccc(-c2cn(-c3ccccc3)nc2CO)cc1
47. CCCNC(=O)COC(=O)/C=C/c1ccco1
48. Cc1nc(CNS(=O)(=O)c2ccc3c(c2)OCCO3)cs1
Screen / compound no.	41	42	43	44	45	46	47	48
GSK3B inh	2	0	3	2	4	·	-1	2
hERG protect	-7	-6	0	-20	-9	-10	-7	-4
RGS4 pot	i	i	i	i	i	i	i	i
GSK3 alpha inh	2	-2	-2	·	0	-1	-5	-1
PolyA inh	i	i	i	i	i	i	i	i
KCNQ1 act	i	i	i	i	i	i	i	i
KCNK3 inh	i	i	i	i	i	i	i	i
KCNQ1 inh	i	i	i	i	i	i	i	i
Dyrk1A ADPGlo	2	-4	·	10	4	-1	2	1
KCNK9 block	i	i	i	i	i	i	i	i
HDAC3 inhib	-11	-5	-2	·	-2	7	6	-5
